bovine MsrA act: activators of bovine methionine sulfoxide reductase A | purified bovine MsrA, absorbance read-out | activation, % at 10.6 µM | actives 0.3% (n = 360,000); in the data active = activation above about 7.5%;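 note: 0% = vehicle and 100% = reference activator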
Neddylation inh: inhibitors of human cullin neddylation. calls only at 25 µM. actives 0.58% (n = 360,000). P61081+Q13564. TR-FRET cullin neddylation, biochemical; in the data active = inhibition above about 36%
Target sequence (P61081 whole entry, looked up): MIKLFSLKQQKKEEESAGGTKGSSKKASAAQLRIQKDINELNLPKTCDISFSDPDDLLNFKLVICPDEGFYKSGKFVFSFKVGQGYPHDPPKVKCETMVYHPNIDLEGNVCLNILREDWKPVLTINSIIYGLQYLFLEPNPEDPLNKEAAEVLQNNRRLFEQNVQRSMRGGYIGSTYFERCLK
Target sequence (Q13564 whole entry, looked up): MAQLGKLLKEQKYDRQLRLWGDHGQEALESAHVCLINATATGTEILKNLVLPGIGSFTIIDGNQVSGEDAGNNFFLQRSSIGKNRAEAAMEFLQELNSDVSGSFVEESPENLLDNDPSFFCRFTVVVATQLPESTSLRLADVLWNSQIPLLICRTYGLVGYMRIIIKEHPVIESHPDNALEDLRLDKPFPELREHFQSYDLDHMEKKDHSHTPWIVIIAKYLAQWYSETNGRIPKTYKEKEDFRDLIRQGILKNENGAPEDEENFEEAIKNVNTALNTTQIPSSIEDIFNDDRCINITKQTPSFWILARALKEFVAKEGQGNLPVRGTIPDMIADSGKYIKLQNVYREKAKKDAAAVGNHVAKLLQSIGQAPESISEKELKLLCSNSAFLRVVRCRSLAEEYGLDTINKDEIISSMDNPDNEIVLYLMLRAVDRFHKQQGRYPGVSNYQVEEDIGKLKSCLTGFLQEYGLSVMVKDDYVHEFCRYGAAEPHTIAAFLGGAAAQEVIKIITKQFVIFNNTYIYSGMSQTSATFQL
eLon inh: inhibits E. coli Lon protease; P0A9M0; purified E. coli Lon protease, fluorescence polarization; inhibition, % at 7.94 µM; actives 0.42% (n = 360,000); AID 602123; in the data active = inhibition above about 13%, passing the limit was not always enough;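 note: 0% = enzyme with probe and DMSO and 100% = no enzyme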
MsrA inhibitor: inhibitors of bovine MsrA; purified bovine MsrA, absorbance read-out; inhibition, % at 15.5 µM; actives 0.75% (n = 360,000); AID 651718; in the data active = inhibition above about 4.5%;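 note: 0% = vehicle wells with enzyme and 100% = reference inhibitor wells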
FAS TE block: blocks the thioesterase domain of human fatty acid synthase; P49327; recombinant FAS-TE, OMFH fluorogenic substrate, fluorescence endpoint; inhibition, % at 15 µM; actives 0.67% (n = 360,000); AID 602261;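 active = compounds whose normalised, plate-corrected inhibition of enzyme fluorescence in the single-dose primary screen is 50% or more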;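 note: 0% = DMSO with enzyme and 100% = substrate without enzyme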
Tb MetRS inh: blocks T. brucei methionyl-tRNA synthetase activity; actives 0.4% (n = 360,000); AID 624268; inhibition, % at 11.9 µM; purified T. brucei MetRS, ATP depletion, Kinase-Glo luminescence;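 active = inhibition above a per-plate cutoff of the control wells' mean inhibition plus 3 SD, cut at about 5.5% in these data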;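 note: 0% = DMSO wells median and 100% = median of wells with control inhibitor compound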
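Dosing: 11.9 µM compound single dose, 0.9% DMSO; Assay system: purified T. brucei MetRS enzyme; Measured by: Kinase-Glo luciferase luminescence reporting remaining unconsumed ATP; Schedule: 15 min plus 2 h at 25 °C.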
CSN inh: CSN deneddylation inhibition; inhibition, % at 12.5 µM; Purified CSN, SCF-Nedd8-OG deneddylation, fluorescence polarization; AID 651999; actives 0.38% (n = 360,000);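 active = pattern-corrected inhibition above about 35%, with an unprinted fluorescence ratio check between 0.5 and 1.5, limit read from the data, passing the limit was not always enough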;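 note: 0% = enzyme with substrate and 100% = substrate without enzyme; some results filed as inactive read as strong as hits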
Target sequence (Q92905 whole entry, looked up, one chain of several): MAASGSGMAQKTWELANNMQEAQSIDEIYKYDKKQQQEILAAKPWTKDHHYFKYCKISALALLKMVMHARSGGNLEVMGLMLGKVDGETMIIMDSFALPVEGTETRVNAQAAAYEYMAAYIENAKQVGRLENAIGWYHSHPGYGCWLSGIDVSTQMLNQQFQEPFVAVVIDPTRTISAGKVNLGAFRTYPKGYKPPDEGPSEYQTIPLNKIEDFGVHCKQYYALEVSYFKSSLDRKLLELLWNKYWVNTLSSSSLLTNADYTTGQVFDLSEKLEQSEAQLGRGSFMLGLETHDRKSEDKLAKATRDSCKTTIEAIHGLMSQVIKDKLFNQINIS
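Material: purified human Csn5 enzyme expressed in HEK293T cells / Medium: Tris buffer pH 7.5, NaCl, DTT, Tween-20, trehalose, ovalbumin / Compound dosing: 12.5 µM single point / Schedule: 90 min incubation of compound, enzyme and substrate at room temperature / Signal: fluorescence polarization of the substrate / Control set: no-enzyme wells high, enzyme-with-substrate wells low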
Rin1 Abl inh: blocks binding of human Rin1 to Abl; inhibition, % at 7.35 µM; P00519+Q13671; TR-FRET Rin1/Abl binding, biochemical; actives 0.4% (n = 360,000); in the data active = inhibition above about 5%, passing the limit was not always enough
PABP1 MLLE inh: blocks PAM2 peptide binding to the PABP1 MLLE domain | P11940 | GST-MLLE / FITC-PAM2 fluorescence polarization | inhibition, % at 20 µM | actives 0.36% (n = 360,000) | AID 588489; in the data active = inhibition above about 35%, passing the limit was not always enough;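 note: plate controls were DMSO wells with GST-MLLE for no effect and wells lacking GST-MLLE protein for full effect; some results filed as inactive read as strong as hits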
* hit, by the source's call; i = inactive; . = not tested or not shown.

SMILES | bovine MsrA act | Neddylation inh | eLon inh | MsrA inhibitor | FAS TE block | Tb MetRS inh | CSN inh | Rin1 Abl inh | PABP1 MLLE inh
COc1ccc(C(=O)C2CCCN(Cc3cccn3-c3ccccn3)C2)cc1F (stereo not drawn) | -2 | i | -1 | 0.4 | -4 | 3.3 | 3 | 0 | 5
C/C(=N\NC(=O)c1ccn(C)n1)c1ccc(NC(=O)C2CCCC2)cc1 | -3 | i | 1 | 0.2 | -9 | -0.5 | 2 | 1 | 0
COc1ccc(/C=N/NC(=O)c2ccc3c(c2)OCO3)cc1 | -3 | i | -1 | 3.6 | -10 | -0.8 | -1 | 0 | 1
Cc1ccc(NC(=S)N2CCC(C(N)=O)(N3CCCCC3)CC2)c(C)c1 | -9 | i | -4 | 0.7 | 1 | -0.6 | -2 | -1 | -51
CCCCc1nnc(SC(C)C(=O)Nc2nccs2)n1C (stereo not drawn) | 0 | i | -5 | 0.2 | -3 | -0.2 | -2 | -1 | 5
CC(C)C#Cc1ccc2c(c1)O[C@@H](CN(C)C(=O)c1cnccn1)[C@@H](C)CN([C@@H](C)CO)S2(=O)=O | -2 | i | 3 | -0.7 | 1 | -1.1 | 2 | -2 | -17
COc1ccc(N2CCN(C(=O)CSc3nnc(Cn4nnc5ccccc54)n3C)CC2)cc1 | -3 | i | 3 | 0.3 | -6 | -0.2 | 7 | -2 | -8
CC(C)C[C@@H](C(=O)NC1CCN(Cc2ccccc2)CC1)N1C(=O)N2CCc3c([nH]c4ccccc34)[C@@]2(C)C1=O | 2 | i | -10 | -1.0 | 11 | -1.3 | 5 | 0 | -8
CN(Cc1ccccc1)c1c([N+](=O)[O-])c(=O)n(C)c2ccccc12 | -6 | i | -2 | -0.4 | 28 | -0.9 | -2 | -1 | 2
CSc1nsc(SC)c1C(N)=O | -4 | i | 2 | 0.1 | -4 | -0.8 | -2 | 1 | -13
COc1ccc(OCCCC(=O)Nc2ccc(N3CCOCC3)cc2)cc1 | -5 | i | -2 | 0.0 | -11 | -0.7 | 0 | 0 | -3
Cc1cc(SCC(=O)N2CCCC2=O)nc2c(C)cccc12 | 0 | i | -1 | 2.2 | 11 | -0.2 | -7 | -2 | 9
O=c1[nH]ncc(N2CCCCC2)c1Cl | 6 | i | -4 | 0.8 | -7 | -0.2 | 0 | 3 | -10
CSCCC(NS(=O)(=O)c1ccc(Cl)cc1)C(=O)OCC(=O)N1CCOCC1 (stereo not drawn) | -2 | i | -2 | -0.4 | -8 | -0.5 | 0 | 0 | 5
CCCN1CCc2c(sc(NC(=O)c3ccc(S(=O)(=O)N(C)c4ccccc4)cc3)c2C(N)=O)C1 | -1 | i | i | . | -21 | 0.0 | 9 | 0 | -88
O=C1/C(=C/c2ccc([N+](=O)[O-])cc2)C=C(c2ccccc2)N1c1ccccc1 | -11 | i | -15 | 1.5 | -12 | -1.1 | 11 | 2 | -3
CCOc1ccc(-n2c(SC(C)C(=O)OC)nc3c(c2=O)SCC3)cc1 (stereo not drawn) | -2 | i | -2 | 2.8 | 3 | -1.8 | 1 | -2 | 1
O=C1NC(=O)C(c2ccccc2)(c2ccc(Cl)cc2Cl)N1 (stereo not drawn) | -1 | i | -7 | 0.7 | -2 | 0.4 | 0 | 0 | -20
CC(C)(C)c1ccc(C(=O)NCCC(=O)N2CCN(c3ncccn3)CC2)cc1 | 0 | i | 0 | 0.2 | -4 | -0.6 | 1 | -2 | 7
Cn1nc(-c2ccccn2)nc2c(=O)n(C)c(=O)nc1-2 | 59* | i | 4 | 0.2 | -1 | 31* | 57* | 42* | 2
CCN(CC(=O)NCc1ccc(F)cc1)C(=O)c1ccc(Cl)cc1 | -1 | i | -2 | 0.8 | 2 | -0.9 | 3 | 0 | 3
Cc1ccccc1C(=O)Nc1nnc([C@@H]2C[C@H](O)[C@@H](CO)O2)s1 | 0 | i | -6 | -1.5 | -6 | 0.0 | 0 | -5 | 2
Cc1cc(C)nc(N2CCCC(C(=O)NC3CC3)C2)n1 (stereo not drawn) | -2 | i | 1 | -0.4 | -1 | -0.2 | 1 | 0 | 0
CCN1C(=O)/C(=C/C=C2/Sc3ccc4ccccc4c3N2CCO)SC1=S | -4 | i | -17 | 0.4 | -4 | 0.4 | 7 | 1 | -37
COc1ccc(-c2cc(C(=O)Nc3cc(C)on3)no2)cc1 | . | i | . | -0.6 | -4 | . | -5 | . | 0

Continuation:
SMILES | bovine MsrA act | Neddylation inh | eLon inh | MsrA inhibitor | FAS TE block | Tb MetRS inh | CSN inh | Rin1 Abl inh | PABP1 MLLE inh
C#CCOCCOCCOCCNc1nc(N2CCN(C(=O)[C@H]([C@@H](C)CC)n3cc([C@@H](N)Cc4ccc(O)cc4)nn3)CC2)nc(N2CCN(C(=O)[C@H](CCCCN)n3cc([C@@H](N)C(C)CC)nn3)CC2)n1 (stereo partly drawn) | 1 | i | 7 | . | -3 | -0.5 | 3 | 2 | -2
CC(=O)N1c2ccccc2N=C(c2ccc(C(F)(F)F)cc2)C1C(=O)NC(C)C (stereo not drawn) | . | i | . | 0.3 | . | 0.6 | 2 | . | .
CCN1CCN(c2ccc(S(=O)(=O)N3CCOCC3)cc2NC(=O)c2ccc(Cl)s2)CC1 | -3 | i | -12 | 0.4 | -2 | -0.2 | 2 | -1 | 0
O=C(Nc1ccc(Cl)c([N+](=O)[O-])c1)c1cnccn1 | -8 | i | -6 | -0.7 | 8 | -0.2 | 6 | 1 | 1
O=C(CSc1nc2ccccc2o1)N1c2ccccc2Sc2ccc(C(F)(F)F)cc21 | -7 | i | 4 | 2.0 | 37 | -0.5 | 4 | 0 | -12
COCC(=O)NC(c1ccccc1)c1ccccc1 | -3 | i | 11 | 0.0 | -4 | 0.1 | 1 | 2 | 1
Cc1cc(C)cc(Nc2cc(=O)n(C3CCCCC3)c(=O)[nH]2)c1 | 4 | i | 4 | 0.0 | 10 | 0.1 | 1 | 1 | -7
COc1ccc(C(=O)Nc2ccc3oc(Cc4ccc(Cl)cc4)nc3c2)cc1OC | 0 | i | -7 | 0.6 | 19 | 0.1 | 0 | 2 | -9
Cc1cccc(NC(=O)Oc2ccc(Cl)c3cccnc23)c1 | -3 | i | -2 | 0.1 | 4 | 0.0 | 1 | 3 | -4
COc1cc(CNC(=O)CCC(=O)N2C[C@H]3C[C@H](C2)c2cccc(=O)n2C3)cc(OC)c1OC | -3 | i | -6 | 0.4 | -1 | 0.7 | -1 | 1 | -1
COc1cccc(CNC(=O)C2(C)CCCCN2C)c1 (stereo not drawn) | -7 | i | 0 | 0.0 | -8 | -0.4 | 5 | -1 | -17
CCOc1ccccc1N1CCN(S(=O)(=O)c2ccc3c4c(cccc24)C(=O)N3)CC1 | -3 | i | 8 | 0.6 | -49 | 0.3 | 12 | -2 | 8
CC1CCN(S(=O)(=O)c2ccc3c(c2)oc(=O)n3CC(=O)NCc2ccc3c(c2)OCO3)CC1 | -5 | i | 3 | 0.0 | 16 | -0.9 | 0 | 1 | -6
O=S(=O)(/N=C(/Nc1ccccn1)c1ccccc1)c1ccc(F)cc1 | 2 | i | 4 | 0.0 | 2 | 0.0 | 4 | 1 | -8
O=C(CSc1nnc(-c2ccccc2F)n1CCc1ccccc1)Nc1ccc2[nH]c(=O)[nH]c2c1 | -3 | i | -5 | -0.3 | -1 | -0.4 | -7 | 0 | -95
Cc1ccc(C)c2c3c([nH]c12)-c1nonc1CC3 | -6 | i | 6 | 1.5 | -68 | -1.0 | -1 | -1 | 3
Cc1ccc(NC(=O)CN(C)C(=O)Cn2nnc(-c3ccccc3C)n2)cc1 | -8 | i | -4 | -0.6 | -1 | -0.2 | -6 | 0 | -5
CCC(COC(C)=O)Nc1nc2c([nH]1)c(=O)n(C)c(=O)n2C (stereo not drawn) | -1 | i | 0 | -1.3 | -5 | 0.0 | -6 | -3 | -12
Cc1ncc(S(=O)(=O)c2ccc(Cl)cc2)c(-c2ccccc2)n1 | -1 | i | 3 | -1.2 | 3 | -0.1 | -1 | 1 | -3
COc1ccc(Nc2nc(NN)nc(Nc3ccc(OC)cc3)n2)cc1 | -1 | i | -2 | -0.8 | -2 | 0.0 | -2 | 5 | 0
C(=C\c1cc(/C=C/c2ccccc2)ncn1)/c1ccccc1 | 1 | i | 0 | -0.3 | 0 | -0.3 | 6 | -1 | -9
O=C(NC1CCCCCC1)c1cccnc1Sc1ccc(Cl)cc1 | -11 | i | -1 | -0.4 | 2 | -2.0 | -16 | 1 | 7
CCOC(=O)c1c(NC(=O)C(=O)N/N=C/c2ccccc2OC)sc2c1CCCCC2 | -2 | . | -8 | 0.7 | 4 | 0.0 | 5 | -6 | 14
CCCCC1(C)NC(=O)N(CC(=O)N2CCc3ccccc32)C1=O (stereo not drawn) | -2 | i | 2 | 0.2 | -4 | -0.2 | 4 | 1 | 3
Cc1nn(-c2ccccc2Cl)c(Cl)c1/C=C(\C#N)C(N)=O | -2 | i | 8 | 1.2 | 9 | 0.5 | -8 | 3 | -2

In the list so far, 3 have a thiophene ring, fused or not:
SMILES | bovine MsrA act | Neddylation inh | eLon inh | MsrA inhibitor | FAS TE block | Tb MetRS inh | CSN inh | Rin1 Abl inh | PABP1 MLLE inh
CCCN1CCc2c(sc(NC(=O)c3ccc(S(=O)(=O)N(C)c4ccccc4)cc3)c2C(N)=O)C1 | -1 | i | i | . | -21 | 0.0 | 9 | 0 | -88
CCN1CCN(c2ccc(S(=O)(=O)N3CCOCC3)cc2NC(=O)c2ccc(Cl)s2)CC1 | -3 | i | -12 | 0.4 | -2 | -0.2 | 2 | -1 | 0
CCOC(=O)c1c(NC(=O)C(=O)N/N=C/c2ccccc2OC)sc2c1CCCCC2 | -2 | . | -8 | 0.7 | 4 | 0.0 | 5 | -6 | 14

Next results
SMILES | bovine MsrA act | Neddylation inh | eLon inh | MsrA inhibitor | FAS TE block | Tb MetRS inh | CSN inh | Rin1 Abl inh | PABP1 MLLE inh
Cc1ccc(CNC(=O)c2ccc(Cn3cc(-c4ccc(C)cc4)nc3-c3ccncc3)cc2)cc1 | -3 | i | -5 | 1.1 | 6 | -0.3 | -2 | 1 | 4
COCCNC(=O)CCC1CCN(Cc2ccc(-c3ccccc3)cc2)CC1 | -1 | i | 4 | -0.2 | -2 | -0.2 | 3 | -2 | -11
COCc1nnc(NC(=O)c2ccccc2Oc2ccccc2)s1 | -2 | i | 6 | -1.3 | -1 | -0.4 | -4 | 2 | 0
COc1ccccc1CNC(=O)c1[nH]c(C)c(C(C)=O)c1C | 4 | i | -9 | -1.2 | 2 | -0.5 | 0 | 3 | -9
CCCCn1nc(NS(=O)(=O)c2cccc3nonc23)c2cc3cccc(C)c3nc21 | -4 | i | 6 | 0.0 | 17 | -0.1 | 0 | -1 | -1
Cc1cn(C2OC(COC(=O)c3ccccc3)C(OC(=O)c3ccccc3)C2OC(=O)c2ccccc2)c(=O)[nH]c1=O (stereo not drawn) | 0 | i | -2 | 0.3 | 87* | 0.1 | 0 | -4 | -3
Cc1ccc2[nH]c(=O)c3cc(C(=O)N(C)c4ccccc4C)sc3c2c1 | -5 | i | 2 | 0.9 | -4 | -1.0 | 2 | 0 | -5
O=C(CSc1nnc(-c2ccccc2O)n1Cc1ccccc1)NNC(=O)c1ccccc1O | -8 | i | -13 | 0.3 | 3 | 0.3 | -12 | 2 | -106
C=CCSc1nsc(NC(=O)Nc2cccc(C(C)=O)c2)n1 | -2 | i | -5 | -0.2 | 4 | -1.3 | 5 | 3 | -13
CCOC(=O)C1CCN(C(=O)CCS(=O)(=O)Cc2ccccc2)CC1 | -1 | i | 2 | 1.0 | -6 | -0.3 | -3 | 2 | 2
Cc1cc(=O)n2[nH]c(NCc3ccccc3F)nc2n1 | -4 | i | 0 | -0.2 | -3 | 0.5 | 0 | -2 | 11

Bioassay records: PubChem BioAssay, several laboratories
